High-throughput results (PubChem BioAssay)
HSP90 inh = inhibitors of HSP90 luciferase refolding in rabbit reticulocyte lysate. luciferase refolding luminescence, 3 h. inhibition, % at 5.6 µM. 0.91% of 290,000 active;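 active = inhibition above the screen-wide mean plus 3 SD, computed separately per campaign, cut at about 16% in these data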;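 also: 0% = DMSO wells and 100% = 60 µM geldanamycin wells; inhibitors lower the luminescence because luciferase stays unfolded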
HIF act = HIF pathway transcriptional activation. U2OS HRE-luciferase reporter, luminescence; normalized: DMSO 0%, desferrioxamine 100%. activation, % at 7.5 µM (by protocol). 0.32% of 300,000 active. AID 1910;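 active = mean activation of at least 10% of the iron chelator positive control signal, with at least half of replicates also reaching 10%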
KLF5 inhibitor = suppresses KLF5 promoter-driven expression. 0.23% of 290,000 active. AID 1700. DLD-1 KLF5 promoter-luciferase reporter, luminescence. inhibition, % at 5 µM;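 active = inhibition above a per-plate limit of that plate's mean compound inhibition plus 3 SD, cut at about 60% in these data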;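 also: 0% = DMSO wells and 100% = LY294002 at 200 µM; higher means less KLF5 promoter-driven luciferase light; inactives centre near -14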
GSK3 alpha inh = human GSK-3 alpha kinase inhibition; ADP-Glo luminescence, 60 min; AID 2650; inhibition, % at 10 µM; 0.1% of 320,000 active;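 in the data active = inhibition above about 50%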;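 also: GST-tagged GSK-3 alpha with peptide substrate and 25 µM ATP; 0% = DMSO neutral wells and 100% = GW8510 positive control wells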
Target sequence (P49840 whole entry, looked up): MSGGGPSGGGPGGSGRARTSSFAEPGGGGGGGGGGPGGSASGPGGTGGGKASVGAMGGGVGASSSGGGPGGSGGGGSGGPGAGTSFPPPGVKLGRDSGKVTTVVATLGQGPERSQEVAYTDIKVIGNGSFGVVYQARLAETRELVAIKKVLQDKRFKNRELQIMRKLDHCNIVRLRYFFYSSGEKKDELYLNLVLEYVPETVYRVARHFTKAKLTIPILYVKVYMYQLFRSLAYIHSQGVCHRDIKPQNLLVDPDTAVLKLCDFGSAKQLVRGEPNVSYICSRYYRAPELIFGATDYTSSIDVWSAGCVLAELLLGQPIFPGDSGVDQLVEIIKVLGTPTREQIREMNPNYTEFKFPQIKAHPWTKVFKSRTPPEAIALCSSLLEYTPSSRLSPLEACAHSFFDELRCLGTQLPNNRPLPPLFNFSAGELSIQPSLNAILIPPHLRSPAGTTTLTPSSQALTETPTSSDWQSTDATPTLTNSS
GSK3B inh = inhibitors of human GSK3beta kinase | 0.038% of 300,000 active | GST-GSK3beta kinase, ADP-Glo luminescence, 60 min; active compounds read low | AID 2097 | activity score (negative = inhibition), % at 10 µM | P49841;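 active = more than half of replicate wells score below -50%, meaning over 50% inhibition versus plate controls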;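 also: 0% = median DMSO wells and -100% = median GW8510 positive control wells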
Target sequence (P49841 whole entry, looked up): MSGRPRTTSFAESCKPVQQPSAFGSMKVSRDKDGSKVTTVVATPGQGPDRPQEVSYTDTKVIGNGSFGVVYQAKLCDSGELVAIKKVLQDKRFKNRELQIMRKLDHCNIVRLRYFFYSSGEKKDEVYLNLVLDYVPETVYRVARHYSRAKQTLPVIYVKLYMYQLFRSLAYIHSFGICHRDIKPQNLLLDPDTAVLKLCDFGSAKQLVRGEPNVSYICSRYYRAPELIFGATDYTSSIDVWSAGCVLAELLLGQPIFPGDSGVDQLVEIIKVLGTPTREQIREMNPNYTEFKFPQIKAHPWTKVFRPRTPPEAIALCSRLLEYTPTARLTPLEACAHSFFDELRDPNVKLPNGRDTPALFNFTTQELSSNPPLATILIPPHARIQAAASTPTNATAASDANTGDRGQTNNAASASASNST
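Assay system: GST-tagged human GSK3beta kinase, cell-free; Input: 1.6 ng GSK3beta; Medium: Tris/MgCl2 kinase buffer; Timing: 60 min enzyme reaction, room temperature; Signal: ADP-Glo luminescence quantifying ADP generated by kinase; Evaluation: score relative to plate controls; Benchmarks: DMSO neutral wells and GW8510 at 20 µM as positive.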
aSyn 5UTR inh = 5' untranslated region of α-synuclein, MLPCN primary screen | inhibition, % (tested at 7.5 µM) | AID 1813 | alpha-synuclein 5'UTR reporter, inhibitor activity | 0.82% of 300,000 active; in the data active = inhibition above about 60%;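 also: H4 neuroglioblastoma cells stably carrying SNCA 5'UTR luciferase fusion; 0% = DMSO wells and 100% = positive control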
HSF1 inh = HSF1 inhibition. NIH3T3-HGL HSE-luciferase, MG132-induced, luminescence 8 h; active compounds read low. activity change, negative = inhibition, % at 7.5 µM (by protocol). 0.77% of 300,000 active. AID 2098;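 active = more than half of replicate wells show activity change below -50%, luminescence cut by over half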;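 also: luciferase reports HSF-1 transcriptional activity via heat shock element; 0% = median of DMSO wells and -100% = zero luminescence signal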
AI-2 QS modul = Vibrio harveyi AI-2 quorum sensing modulation. Vibrio harveyi JMH597 AI-2 luminescence/OD600 ratio, 9 h; active compounds read low; strain lacks LuxN and CqsS sensors; 0 = neutral-control median. activity change, % at 7.5 µM. 0.4% of 300,000 active; in the data active = activity change below about -75%, passing the limit was not always enough;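 also: luminescence divided by OD600 gain over 9 h not by final OD600 alone; inactives centre near 13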
HSF1 activator = increases HSF-1 driven luciferase reporter signal. NIH3T3-HGL HSF-1 luciferase reporter, MG132, 8 h; 100% = twice DMSO control signal. activation, % at 9 µM. 1.7% of 300,000 active. AID 504408;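 active = mean replicate activation of at least 50% with a set share of replicates each reaching 50%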;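 also: 0% = median of the neutral control wells and 100% = twice that signal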
IEC-6 tox = counter-screen for KLF5 inhibitors: cytotoxicity in IEC-6 cells. IEC-6 cytotoxicity, luminescence viability. inhibition, % at 5 µM. AID 1825. 0.78% of 290,000 active; in the data active = inhibition above about 22%;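 also: 0% = plate median of test compound wells and 100% = cytotoxic reference compound wells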
* marks the source's active call; other numbers are inactive results; / = no result given.

SMILES | HSP90 inh | HIF act | KLF5 inhibitor | GSK3 alpha inh | GSK3B inh | aSyn 5UTR inh | HSF1 inh | AI-2 QS modul | HSF1 activator | IEC-6 tox
O=C(Nc1ccccc1)ON=C1CCCC1 | -3 | 1.6 | -20 | 0 | 1 | -82 | 1 | 9 | 15 | 0
COc1cccc(N2CCN(C3C4CC5CC(C4)CC3C5)CC2)c1 (stereo not drawn) | -6 | 1.0 | -60 | -2 | 0 | -95 | -3 | 11 | -8 | 1
O=C(NCC1CCCO1)C1CCCN1C(=O)Nc1ccc(Cl)cc1 (stereo not drawn) | 3 | -0.4 | -33 | -1 | -4 | -19 | -3 | 15 | 3 | 0
COc1ccccc1NC(=O)N(Cc1ccccc1)C1=NCC(C)S1 (stereo not drawn) | 1 | -0.3 | -37 | 0 | 2 | -12 | 1 | 3 | 15 | 6
CNC(=O)C(=O)NCCN1CCN(C(=O)c2ccc([N+](=O)[O-])cc2)CC1 | 3 | 0.3 | 1 | -1 | 3 | 4 | 2 | 12 | 8 | 1
O=C(NCc1cccc(C(F)(F)F)c1)c1ccc(=O)[nH]c1 | -3 | 1.1 | -18 | -1 | 1 | 3 | -4 | 43 | -9 | -10
O=C(Cn1c(=O)c2cccn2c2ccccc21)Nc1ccc(F)cc1F | 0 | -0.6 | 11 | -1 | -2 | 19 | 10 | -5 | 10 | 7
O=C(O)/C=C/c1cn(Cc2ccccc2)nc1-c1ccccc1 | -1 | -0.3 | -7 | -4 | -1 | 17 | 0 | 32 | 7 | -5
CCN1CCN(c2ncnc3sc(C)c(-c4ccccc4)c23)CC1 | -4 | 2.1 | -7 | 12 | -3 | 23 | -15 | 17 | -15 | -6
OC(CNC1CCCCC1)CNC1CCCCC1 | -3 | 0.0 | -15 | -3 | 3 | 5 | -3 | 20 | 3 | -2
Cc1ccc(N(CC(=O)NCCSCc2ccco2)S(C)(=O)=O)cc1 | 2 | 0.0 | 19 | -2 | 2 | -1 | -54* | 32 | -62 | 1
CC(=O)Nc1ccc(NC(=O)CSc2nc(=O)n3cccc(C)c3n2)cc1 | / | -2.1 | / | 3 | -1 | -29 | -4 | 19 | 5 | /
CCN1CCN(CC(O)COc2ccc(C(C)=O)cc2)CC1 (stereo not drawn) | 1 | / | -27 | 4 | 0 | 13 | -3 | 19 | 9 | -3
Cc1ccc(-c2nnn(CC(=O)N3CCCc4ccccc43)n2)cc1 | -2 | -0.3 | -32 | -1 | 0 | 3 | 11 | 5 | 57* | -1
COc1ccccc1C(C#N)c1cccc(Cl)n1 (stereo not drawn) | -4 | 0.0 | -54 | 0 | -2 | -7 | -3 | 27 | 25 | -2
O=C(Nc1ccc(N2CCN(C(=O)c3ccc(Cl)cc3)CC2)cc1)c1cccnc1 | -1 | -0.1 | 4 | 0 | 1 | -12 | -7 | 34 | 4 | 6
COc1ccc(CNC(=O)CN(Cc2ccc(C)cc2)S(=O)(=O)c2ccc(Cl)cc2)cc1 | 3 | -1.6 | -10 | 4 | 3 | 11 | 9 | 10 | 18 | -3
CCNc1nc(N)nc(-c2cc(Cl)ccc2O)n1 | 4 | 4.7 | -163 | 72* | -73* | -22 | 12 | -13 | 47 | -2
Nc1c2c(=O)oc(-c3ccccc3)cc2nn1-c1ccccc1 | -1 | 5.4 | -190 | 1 | -1 | -182 | 26 | -24 | 48 | 8
Cc1c(NC(=O)C(C)OC(=O)/C=C/c2ccccc2)c(=O)n(-c2ccccc2)n1C (stereo not drawn) | 6 | -0.7 | -38 | -1 | 1 | -52 | -4 | 34 | 6 | 8
COc1ccc(CCN(C)C2CCCN(S(=O)(=O)c3ccccc3F)C2)cc1OC (stereo not drawn) | -1 | 1.5 | -23 | -1 | 0 | -7 | -7 | 1 | -22 | 7
COc1ccc(N/N=C(\C=N\O)C(=O)c2ccc(OC)cc2)cc1 | 4 | 2.3 | 12 | -4 | -1 | 6 | -3 | 28 | 0 | 11
Cc1ccc2c(c1)N(CC(=O)NC1CCCC(C)C1C)C(=O)c1cccnc1O2 (stereo not drawn) | -5 | 0.4 | -1 | 3 | -1 | 4 | 3 | 10 | -11 | 4
O=C(NNc1ccc(C(F)(F)F)cc1[N+](=O)[O-])c1ccc(NS(=O)(=O)c2ccc(F)cc2)cc1 | 7 | -0.9 | -23 | 6 | -2 | 35 | 1 | 9 | 15 | 2
O=C(COC(=O)c1nc(Cl)ccc1Cl)NC1CCS(=O)(=O)C1 (stereo not drawn) | / | -0.2 | / | -1 | -2 | 5 | 0 | 18 | -1 | /
Nc1cccnc1Oc1ccccc1F | 0 | 1.0 | -34 | -1 | -1 | 10 | -1 | 11 | 13 | -8
N#Cc1c(N2CCCCC2)nc(N)c2c(N)nc3c(c12)CC(c1ccccc1)O3 (stereo not drawn) | 2 | -3.0 | -12 | 0 | 1 | 13 | 13 | 30 | 19 | -5
Cc1cc(C)c(S(=O)(=O)/N=C2/C=C(Sc3ncn[nH]3)C(=O)c3ccccc32)cc1C | 80* | / | -1 | -5 | / | / | / | / | / | 14
O=C1c2ccccc2C(Nc2cccnc2)N1Cc1ccccc1 (stereo not drawn) | 0 | 0.2 | -5 | 0 | -1 | -22 | 8 | 12 | 10 | 0
C=CCn1c(CNC(=O)c2ccco2)nnc1SCC(=O)c1ccc(F)cc1 | 4 | -0.1 | -6 | 1 | -4 | 0 | 5 | 16 | 21 | -2

Compounds shown so far containing an aryl thioether with sulfur outside any ring (3):
SMILES | HSP90 inh | HIF act | KLF5 inhibitor | GSK3 alpha inh | GSK3B inh | aSyn 5UTR inh | HSF1 inh | AI-2 QS modul | HSF1 activator | IEC-6 tox
CC(=O)Nc1ccc(NC(=O)CSc2nc(=O)n3cccc(C)c3n2)cc1 | / | -2.1 | / | 3 | -1 | -29 | -4 | 19 | 5 | /
Cc1cc(C)c(S(=O)(=O)/N=C2/C=C(Sc3ncn[nH]3)C(=O)c3ccccc32)cc1C | 80* | / | -1 | -5 | / | / | / | / | / | 14
C=CCn1c(CNC(=O)c2ccco2)nnc1SCC(=O)c1ccc(F)cc1 | 4 | -0.1 | -6 | 1 | -4 | 0 | 5 | 16 | 21 | -2

(more compounds)
SMILES | HSP90 inh | HIF act | KLF5 inhibitor | GSK3 alpha inh | GSK3B inh | aSyn 5UTR inh | HSF1 inh | AI-2 QS modul | HSF1 activator | IEC-6 tox
CCOc1ccccc1N1CCN(C(=O)c2ccc3[nH]c(C)c(C)c3c2)CC1 | 1 | 0.5 | 30 | -2 | 1 | 39 | 4 | 29 | -4 | 36*
O=C(Cc1cc(=O)oc2cc(O)ccc12)N[C@@H](Cc1c[nH]c2ccccc12)C(=O)O | -4 | 1.6 | -18 | 4 | 5 | -5 | -1 | 12 | -6 | 2
CC(C)(C)NCC(O)COc1c(F)cc(Br)cc1F (stereo not drawn) | -1 | -0.4 | -15 | -2 | 2 | 3 | -4 | 15 | 2 | -2
O=[N+]([O-])c1cccc(CN2CCN(Cc3ccco3)CC2)c1 | 0 | -1.1 | -33 | -1 | 1 | -4 | 1 | 21 | 7 | -8
O=C(NC1CCCCC1)C(c1cccnc1)N(C(=O)c1csnn1)c1ccccc1F (stereo not drawn) | -4 | -0.2 | -3 | -3 | 3 | -8 | 2 | -1 | 15 | 6
Nc1nnn(CC(=O)N/N=C/c2ccco2)n1 | -2 | -0.6 | -13 | -1 | 0 | 5 | -10 | 23 | 9 | -2
OCCN1CCN(C(=S)Nc2ccc(Oc3ccccc3)cc2)CC1 | -1 | 0.0 | -25 | 0 | 1 | -3 | -14 | -3 | 4 | -10
Cn1c(NN)nc2ccccc2c1=O | 7 | 1.3 | 8 | 1 | -1 | -22 | -6 | 7 | -17 | 8
COc1ccc(COC(=O)C2=C(C)NC(=O)NC2c2ccccc2)cc1 (stereo not drawn) | 3 | 0.1 | -10 | 0 | 2 | 3 | -6 | 3 | -4 | -1
CCn1c(CNC(=O)c2ccccc2OC)nnc1SCC(=O)c1ccc(F)cc1 | -1 | 0.1 | -5 | -2 | 8 | -5 | -2 | 44 | 13 | -6
CC(C)C(c1nnnn1Cc1ccc(F)cc1)N1CCC(C(N)=O)CC1 (stereo not drawn) | 3 | 0.1 | -14 | -1 | -2 | 16 | -2 | 13 | 1 | -3
CN(C)CCC(=O)N1c2ccccc2Sc2ccc(C(F)(F)F)cc21 | 5 | 0.9 | -26 | 0 | -4 | -21 | 3 | -6 | -3 | -2
CC(=O)c1ccc(N(C(=O)CNC(=O)c2ccco2)C(C(=O)NC2CCCC2)c2ccc(C)o2)cc1 (stereo not drawn) | -4 | -0.8 | -21 | -2 | 7 | -12 | -3 | 14 | -4 | -6
CCC(C)(C)NC(=O)COc1ccc(C(=O)c2ccccc2)cc1 | -1 | 0.9 | -62 | 0 | 0 | -12 | 12 | 0 | 21 | -1
CCCSCC(=O)Nc1ncc2c(n1)-c1ccccc1CC2 | 3 | 0.0 | -6 | -2 | 0 | 2 | -6 | 9 | -12 | -2
CCOC(=O)C1CCN(C(=O)c2cc(COc3ccc(F)cc3F)on2)CC1 | -3 | 2.2 | -109 | -2 | 0 | -144 | 22 | 23 | 43 | 3
COc1cccc(N2[C@@H](CC(=O)O)c3ccc(/C=C/C(=O)O)cc3S2(=O)=O)c1 | / | -0.3 | / | 0 | 4 | -39 | -4 | 5 | 2 | /
Cc1csc2c(N3CCN(C(=O)Nc4ccc(OC(F)(F)F)cc4)CC3)ncnc12 | 6 | 0.3 | -6 | -4 | 1 | 13 | -7 | -1 | -15 | 3
COc1cccc(C(=O)CSc2nnc(-c3cc(OC)cc(OC)c3)o2)c1 | -2 | -0.4 | -21 | 0 | 0 | 39 | 1 | 10 | 8 | 0
CCCCc1ccc(NC(=O)N[C@@H](C)C(=O)O)cc1 | -4 | 0.2 | -6 | -2 | 1 | 20 | 2 | 30 | -8 | -2
COCc1cc(C)nc(OCC(=O)N/N=C/c2ccc(O)cc2O)c1C#N | 1 | -0.3 | 10 | -4 | 3 | 6 | -7 | 23 | -12 | -9
Cn1c(=O)c2c(ncn2CCC(=O)N/N=C/c2ccncc2)n(C)c1=O | -1 | 0.0 | -3 | -5 | 1 | -3 | -7 | 3 | 3 | -5
Cc1ccccc1S(=O)(=O)/N=C(/c1ccccc1)N(C)C | 0 | -0.1 | -35 | -3 | 2 | -16 | 2 | 8 | 4 | 1
COC(=O)CCc1nc2ccccc2[nH]c1=O | 0 | -0.6 | -3 | -1 | 2 | 17 | -1 | 18 | -10 | 3
Cc1cccc(NC(=O)CC(=O)Nc2cccc(C)c2)c1 | 4 | -1.8 | -4 | -3 | 1 | -2 | 0 | -9 | -7 | -2
COc1ccccc1P(=O)(Cc1ccccc1)c1ccccc1 (stereo not drawn) | -1 | 0.3 | -29 | 1 | -2 | 1 | 3 | 5 | -1 | 2
Cc1cc(-c2ccc(S(=O)(=O)N3CCN(c4ccccc4F)CC3)s2)on1 | 7 | -0.1 | -25 | 0 | 0 | -3 | -5 | 6 | -6 | 4
CCn1c(SCC(=O)Nc2ccccc2)nnc1-c1ccc(S(=O)(=O)N2CCOCC2)cc1 | 0 | -0.1 | -24 | -4 | -3 | 12 | -4 | 11 | 14 | -2

No enrichment for hits; overall some 4.7% were active at least once.
